EPAC1 antagonist – blocks human EPAC1 exchange factor; 360,000 compounds, 0.14% hits; EPAC1 GEF assay, Rap1b-BODIPY-GDP exchange fluorescence; Potency, µM (highest dose often 115 µM), for the others: at the top dose activity change, negative = inhibition, usual class: inhibitors;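 also: potency is read from the fitted curve at half-maximal effect; plate controls were vehicle for no effect and positive control for full effect; nearly all actives have a fitted effect of over 50% in size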
Abeta rescue – restores growth of yeast expressing A-beta42 peptide | yeast expressing A-beta42, growth rescue, OD600, 48 h; response scale: 0% DMSO, 100% iron-clioquinol control | Potency, µM (doses to about 46.1 µM), for inactives: at the highest dose growth rescue, usual class: activators | 410,000 compounds, 0.063% hits | AID 1347071; also: potency is read from the fitted curve at half-maximal effect; nearly all actives have a fitted effect of over 55% in size
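Growth rescue measured by 600 nm absorbance after 48 h yeast culture at 30 C with compound. Values normalized between DMSO and an equimolar ferric chloride plus clioquinol control.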
WRN helicase inh – WRN helicase (human) inhibition; Q14191; WRN helicase unwinding, fluorescent forked duplex, kinetic; Potency, µM (titrated, usually from 114 µM), inactives show top-dose activity change, negative = inhibition, usual class: inhibitors; 360,000 compounds, 0.46% hits; also: potency is read from the fitted curve at half-maximal effect; % is scaled to controls: 0 for no effect and ±100 for the full control effect; nearly all actives have a fitted effect of over 55% in size
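Kinetic fluorescence helicase assay: unwinding of a quenched forked DNA duplex (100 nM final) with 2 mM ATP final raises red fluorescence (525/598 nm). Compounds sat 15 min at room temperature with 20 nM WRN beforehand.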
PLK1 PBD inh – blocks phosphopeptide binding to human PLK1 polo-box domain | P53350 | Plk1 PBD binding of FITC phosphopeptide, fluorescence polarization | Potency, µM, for inactives: max response, negative = inhibition, actives largely listed as inhibitors | 360,000 compounds, 2.8% hits; also: potency is read from the fitted curve at half-maximal effect; series mostly up to about 57 µM; % is scaled to controls: 0 for no effect and ±100 for the full control effect; nearly all actives have a fitted effect of over 65% in size
Target sequence (P53350 whole entry, looked up, the tested form may be a part): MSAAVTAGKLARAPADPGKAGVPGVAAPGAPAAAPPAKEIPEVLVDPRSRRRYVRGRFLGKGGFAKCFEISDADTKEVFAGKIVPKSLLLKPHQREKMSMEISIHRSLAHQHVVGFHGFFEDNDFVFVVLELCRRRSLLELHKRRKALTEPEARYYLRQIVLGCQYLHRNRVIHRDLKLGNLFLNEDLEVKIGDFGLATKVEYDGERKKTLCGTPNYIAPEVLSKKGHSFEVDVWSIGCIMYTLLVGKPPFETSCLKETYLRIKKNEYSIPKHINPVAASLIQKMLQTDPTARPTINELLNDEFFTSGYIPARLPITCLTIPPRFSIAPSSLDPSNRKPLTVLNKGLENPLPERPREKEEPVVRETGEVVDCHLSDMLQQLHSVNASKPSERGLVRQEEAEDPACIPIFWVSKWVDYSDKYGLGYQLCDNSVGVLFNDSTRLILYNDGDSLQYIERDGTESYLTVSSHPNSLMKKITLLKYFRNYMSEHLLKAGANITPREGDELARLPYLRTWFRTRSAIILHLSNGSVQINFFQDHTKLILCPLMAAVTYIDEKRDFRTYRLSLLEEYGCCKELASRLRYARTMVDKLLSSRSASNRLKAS
EPAC1 agonist – EPAC1 (human) agonism. Potency, µM (top dose mostly 154 µM), for inactives: at the highest dose activation, hits mostly activators. AID 720707. EPAC1 agonist qHTS, biochemical assay; response scale: 100% = response to 6.5 mM cAMP. 360,000 compounds, 0.073% hits. O95398; also: potency is read from the fitted curve at half-maximal effect; nearly all actives have a fitted effect of over 60% in size
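Nucleotide exchange assay: 100 nM EPAC1 with 250 nM Rap1B loaded with BODIPY-GDP and 50 uM GDP, room temperature. Fluorescence (480/540 nm) read every 5 min for 30 min; signal change normalized to 6.5 mM cAMP as full agonist.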
PI5P4Ka inh – blocks human PI5P4K alpha kinase activity; P48426; PI5P4Kalpha enzyme, ADP-Glo luminescence, 60 min; active compounds read low; max response, %; 330,000 compounds, 1.2% hits; AID 652105; active = max response of -50% or lower; inconclusive = between -30% and -50%; inactive = -30% or higher; also: value at the top dose of about 77 µM; % is scaled to controls: 0 for no effect and ±100 for the full control effect
Target sequence (P48426 whole entry, looked up): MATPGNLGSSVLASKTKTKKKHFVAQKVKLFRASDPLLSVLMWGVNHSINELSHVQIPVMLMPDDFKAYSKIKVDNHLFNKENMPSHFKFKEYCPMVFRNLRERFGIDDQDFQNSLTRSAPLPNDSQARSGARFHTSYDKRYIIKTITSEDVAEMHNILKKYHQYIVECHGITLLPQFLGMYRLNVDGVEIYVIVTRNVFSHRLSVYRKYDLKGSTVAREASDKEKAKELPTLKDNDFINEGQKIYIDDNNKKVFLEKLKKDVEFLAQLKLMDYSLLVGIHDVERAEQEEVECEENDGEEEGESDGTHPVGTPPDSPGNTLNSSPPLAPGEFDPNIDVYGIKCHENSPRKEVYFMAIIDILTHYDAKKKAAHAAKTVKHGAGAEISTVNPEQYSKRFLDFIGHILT
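Reactions run in 0.038 M HEPES pH 7.4, 0.28 mM EGTA, 0.1% CHAPS and 5% DMSO, with PI5P4Kalpha, substrate, compound and 5 microM ATP final, one hour at room temperature. Readout is ADP-Glo luminescence.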
FUS yeast rescue – FUS proteinopathy suppression in yeast | AID 1347120 | Potency, µM (titrated, usually from 76.6 µM), for the others: at the top dose growth rescue (activation), most hits filed as activators | S. cerevisiae FUS-expressing, growth rescue, OD600, 24 h | 390,000 compounds, 0.24% hits;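 also: potency is read from the fitted curve at half-maximal effect; plate controls were DMSO vehicle for no effect and reference control for full effect; nearly all actives have a fitted effect of over 55% in size; some results filed as inactive show a strong effect at the top dose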
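Galactose (2%) drives FUS expression in yeast precultured in raffinose; seeding density OD 0.005. Test compounds incubated 24hr at 30C and 99% humidity before absorbance at 600 nm was measured.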
aSyn yeast inh – alpha-synuclein toxicity inhibition in yeast | 370,000 compounds, 0.14% hits | Yeast expressing alpha-synuclein, growth rescue, BacTiter-Glo, 24 h | Potency, µM (top dose mostly 46.1 µM), without a hit: at the highest dose growth rescue (activation), usual class: activators; also: potency is read from the fitted curve at half-maximal effect; % of control where 0% means no effect; nearly all actives have a fitted effect of over 65% in size
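Galactose-induced alpha-syn yeast (OD600=0.02, raffinose-pregrown) + pinned cpd, 24 hr, 30 deg C; growth by BacTiter-Glo luminescence. Growth restoration scores as activation.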
IL-2 act – activators of IL-2. IL-2 activation reporter assay, cell-based qHTS; stimulated with anti-CD3/CD4/CD28 beads; in transgenic mouse T cells. activation, % (series mostly up to about 46 µM). 360,000 compounds, 0.065% hits; in the data active = activation above about 50%; inconclusive = mostly about 30% to 49%; also: 0% is about no effect
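First, unstimulated transgenic mouse T cells were exposed to compound for 60 min. Next, anti-CD3/anti-CD4-coated beads with anti-CD28 were added. Finally, after 18 h at 37 degrees C, EGFP and DsRed were imaged.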
* hit, by the source's call; u = inconclusive; x = not tested or not shown; & = joins results of further samples; [ ] = another dose, or the depositor's remark. Unless noted, calls follow the shape of the dose curve; as a rule, active = well fitted curve in the direction sought with a large enough effect; inconclusive = small, poorly fitted or top-dose-only effect, or another doubt; inactive = no such curve, though single readings can be large; an effect the other way counts as inactive or inconclusive.

Every second line gives: aSyn yeast inh | FUS yeast rescue | EPAC1 agonist | WRN helicase inh | Abeta rescue | PI5P4Ka inh | PLK1 PBD inh | EPAC1 antagonist | IL-2 act
Cc1ccc(C2=[N+]([O-])C(C)(C)N(O)C2(C)C)cc1
  -1.2% | x | 2.2% | -18.9% | 1.3% | -4.9 | -15.3% | -2.4% | -0.7
c1ccc(NCCC2OCC3(CO2)COC(CCNc2ccccc2)OC3)cc1 (stereo not given)
  8.3% | 14.9% | 0.3% | -3.2% | u | 5.9 | -3.9% | 11.0% | -0.8
CCO[C@@H]1OC(C(=O)NCc2nc3ccccc3[nH]2)=C[C@H](c2ccc(C(F)(F)F)cc2)[C@H]1CCCO
  -6.0% | 26.2% | -9.6% | -5.0% | -8.1% | -0.7 | -6.1% | -24.7% | -0.2
Cc1nc(-c2ccccc2)sc1-c1ccnn1C
  -0.4% | 15.2% | 4.4% | -5.3% | -5.5% | -7.2 | -4.0% | 6.0% | 3.0
O=C(NCC1CCCCC1)c1cccc(S(=O)(=O)NCc2cccnc2)c1
  0.1% | 1.1% | -1.0% | 7.3% | 3.2% | 3.6 | -4.4% | 9.3% | 0.6
CC1(C)OC(C)(C)/C(=C/Nc2ccccc2)C1=O
  0.0% | -8.0% | 0.5% | -25.7%[57.1 µM] | 11.0% | 3.1 | 9.7% | 10.5% | -0.3
C=CCNC(=O)c1onc(CSc2cc(C)ccc2C)c1C(=O)O
  -3.3% | -22.5% | -13.8% | 2.3% | 3.4% | -21.2 | -3.9% | -0.1% | 0.1
CC(=O)c1ccccc1OCCCOc1cccc2cccnc12
  13.2% | -9.1% | 1.9% | -0.7% | -1.5% | -1.1 | -7.1% | -9.1% | 1.3
CCOC(=O)c1c(C)nc(-c2ccccc2)nc1N
  -0.1% | 3.2% | 1.0% | 6.9% | 0.2% | 2.3 | -0.2% | 5.6% | -3.2
CCOc1ncccc1C(=O)OCC(=O)NCCc1ccc(OC)cc1
  0.2% | 15.2% | 3.8% | -0.3% | 11.2% | 0.0 | -1.7% | 0.7% | -0.5
COC(=O)c1ccc(OC)c(CN2CCCN(Cc3cc(C)ccc3C)S2(=O)=O)c1
  9.7% | u | 13.6% | 0.2% | -10.3% | -4.0 | -13.3% | -14.7% | -0.4
CC(=O)Nc1nnc(SCC(=O)NCc2ccc3c(c2)OCO3)s1
  -0.2% | 9.9% | -5.4% | -6.2% | 12.4% | 3.6 | -6.4% | 12.7% | -0.3
Cn1cc(C(=O)N2CCN(c3ccccc3)CC2)c(=O)c2cc(S(=O)(=O)N3CCCC3)ccc21
  -3.4% | 19.7%&21.4% | 1.1% | 3.6% | -23.3% | 1.9 | -5.9% | -8.2% | 1.0
CC(C)C(C(=O)NCc1ccco1)N(CC1CCCO1)C(=O)CNS(=O)(=O)c1ccccc1 (stereo not given)
  6.6% | -1.4% | -3.7% | 4.7% | -9.2% | -3.8 | 3.2% | 1.5% | -0.1
CC(C)OCCCN1C(=O)c2[nH]nc(-c3ccccc3O)c2C1c1cccc(Cl)c1 (stereo not given)
  -1.6% | 5.3% | 14.8% | -10.8% | 2.9% | -1.6 | -5.1% | 2.5% | -2.0
COc1ccc(NC(=O)CSc2nnnn2C2CC3C=CC2C3)cc1 (stereo not given)
  1.2% | -6.1% | 11.8% | -1.5% | 9.2% | -0.2 | -2.7% | 10.5% | -3.3
CCCNC(=O)C1(C)CCN(C(=O)C2(c3ccc(Cl)cc3)CCCC2)C1 (stereo not given)
  15.2% | 2.0% | 6.4% | -3.2% | -16.0% | -3.7 | -1.6% | -21.7% | 0.1
CCC1(CC)NC(=O)N(CC(=O)Nc2ccc(C)cc2C)C1=O
  0.6% | 12.2% | 9.2% | -9.2% | 0.6% | 0.7 | -2.3% | -7.9% | 0.7
NC(=O)c1ccc(NC(=O)CSc2cn(CC(=O)N3CCOCC3)c3ccccc23)cc1
  0.5% | -29.6% | -4.3% | -1.7% | -9.0% | -3.0 | -14.9% | -19.6% | 1.0
COC(=O)Cc1ccc(OC(=O)c2cccc(S(=O)(=O)N3CCN(C)CC3)c2)cc1
  2.5% | 2.4% | 1.8% | -1.3% | -0.1% | -0.2 | -1.1% | 8.4% | -2.9

Brought forward from above: two compounds, then new ones.
Every second line gives: aSyn yeast inh | FUS yeast rescue | EPAC1 agonist | WRN helicase inh | Abeta rescue | PI5P4Ka inh | PLK1 PBD inh | EPAC1 antagonist | IL-2 act
NC(=O)c1ccc(NC(=O)CSc2cn(CC(=O)N3CCOCC3)c3ccccc23)cc1
  0.5% | -29.6% | -4.3% | -1.7% | -9.0% | -3.0 | -14.9% | -19.6% | 1.0
COC(=O)Cc1ccc(OC(=O)c2cccc(S(=O)(=O)N3CCN(C)CC3)c2)cc1
  2.5% | 2.4% | 1.8% | -1.3% | -0.1% | -0.2 | -1.1% | 8.4% | -2.9
CC(=O)N1CCN(C(=S)NC(=O)C23CC4CC(CC(C4)C2)C3)CC1
  4.7% | -13.9% | 6.6% | -5.2% | -0.5% | 1.2 | -5.1% | -9.5% | 0.1
O=C(O)c1ccc(CNCc2cccc(Cl)c2Cl)cc1
  -31.3%[inhibitor] | 1.3% | -14.1% | -38.8%[57.1 µM] | -8.4% | -0.1 | -19.4% | 17.5% | -3.3
CCOC(=O)c1ccc(CNC(=O)Cn2nnc(-c3ccc(C)cc3)n2)o1
  -8.0% | 14.6% | -10.0% | -9.4% | -11.0% | -17.5 | -22.7% | -5.8% | -0.2
CCN(CC)Cc1nc2c(c(=O)[nH]1)C1(CCCCC1)Cc1ccccc1-2
  -0.5% | 9.0% | 6.4% | -4.8% | -1.1% | x | -2.0% | -6.7% | -0.8
CC(C)NC(=O)N(C)C[C@H]1Oc2c(NC(=O)C3CC3)cccc2C(=O)N([C@H](C)CO)C[C@@H]1C
  8.5% | -16.7% | -19.1% | -6.5% | -8.7% | 2.9 | -5.9% | -6.8% | 2.3
CCn1c(-c2ccccc2)ccc(C#N)c1=O
  -0.5% | 4.1% | 6.4% | 0.0% | 4.6% | 2.4 | 1.5% | 3.1% | 2.1
O=C(O)CC1Sc2nnc(COc3ccc(Cl)cc3)n2N=C1c1ccccc1 (stereo not given)
  -4.7% | 21.9% | -2.6% | 11.7% | 2.1% | -0.3 | -26.7% | 15.7% | -0.6
COc1cc(C(=O)Nc2ccccc2N2CCCCC2)cc(OC)c1OC
  5.6% | 25.2% | 15.0% | 5.6% | 2.1% | -4.9 | -4.9% | -9.2% | -4.6
CN(C)S(=O)(=O)c1ccc2c(c1)c(=O)c(C(=O)N1CCN(c3ccccn3)CC1)cn2C
  -0.5% | -1.3% | 2.4% | 7.0% | -1.1% | 4.4 | -7.4% | -15.4% | -1.7
O=C(CN1C(=O)CCC1=O)Nc1nc(-c2nc3ccccc3s2)cs1
  0.1% | 14.8% | 4.7% | 11.5% | 6.4% | -24.1 | -1.2% | -4.1% | -1.8
O=C(CSc1nc2c(c(=O)n1-c1ccc(Cl)cc1)SCC2)NCc1ccco1
  12.9% | 30.1% | 3.5% | -9.0% | 3.8% | u | -9.3% | 0.0% | 0.3
COc1cccc(NC(=O)Nc2cc(C(=O)NC(C)C)ccc2N2CC3CC(C2)c2cccc(=O)n2C3)c1 (stereo not given)
  -0.8% | 18.8% | 7.4% | -3.7% | 6.2% | -14.3 | 3.77µM* | -8.8% | -2.0
Cc1cccc(OCc2nnc(SCC(=O)Nc3ncc(C)s3)o2)c1
  0.2% | 9.8% | 7.2% | -1.1% | 4.1% | 1.5 | -3.7% | 10.0% | 1.6
Cc1cccc(C)c1-n1c(SCC(=O)NCc2ccco2)nc2ccccc2c1=O
  2.4% | 4.5% | -3.1% | -6.4% | 27.2% | -0.5 | -0.6% | -5.6% | -1.5
O=c1cnnc(Nc2ccc(F)cc2)[nH]1
  -2.5% | -9.1% | 2.0% | -0.9% | -17.2% | -0.3 | -3.7% | -13.1% | -1.9
COc1ccc(C(CNC(=O)Cc2ccccc2Cl)N2CCCCC2)cc1 (stereo not given)
  3.4% | 4.2% | -5.5% | -1.3% | -15.8% | 1.1 | 0.6% | -0.1% | -1.5
O=C(CCC(=O)N1CCN(c2ccccc2F)CC1)c1ccc(F)cc1
  0.8% | 4.1% | 11.5% | -5.4% | -6.8% | -3.0 | -1.2% | -15.0% | -0.3
Cc1ccc(F)cc1C(=O)N1CCCC(c2cc(C(=O)Nc3ccccc3)no2)C1 (stereo not given)
  u | 20.6% | -8.8% | 5.7% | 9.2% | -2.4 | 3.6% | 2.4% | 0.9
CCN(CC)CCNC(=O)c1cc2cc3ccc(OC)cc3nc2o1
  1.8% | 12.7% | 4.1% | 11.7%[57.1 µM] | -0.9% | 0.3 | -13.7% | 21.4% | -2.5
CCc1nnc(NC(=O)CSc2nnc(-c3cccnc3)n2CC)s1
  -1.0% | 16.5% | -1.3% | 6.6% | -6.7% | 6.5 | -2.6% | 14.6% | -2.1
COc1cccc(NC(=O)Nc2nccc(C)n2)c1
  -7.2% | -23.7% | 11.4% | -0.1% | -14.4% | 0.5 | -5.6% | -13.3% | -3.7
CCC(C)(C)n1nnnc1C(c1ccccc1)N1CCN(C2CCCC2)CC1 (stereo not given)
  5.4% | -3.5% | -5.3% | -2.5% | 2.8% | 2.4 | -7.7% | -5.2% | -0.1
COc1ccccc1N1CCN(CC(=O)c2ccc3ccn(C(C)=O)c3c2)CC1
  -1.1% | 16.1% | 4.9% | 0.6% | -6.1% | -26.0 | -10.8% | -5.0% | -2.2
CCc1nn(CC(=O)NCCc2ccc(OC)cc2OC)c(=O)c2cc3occc3n12
  1.2% | -18.2%&12.7% | 19.6% | -3.1% | -13.1%&-15.0% | 2.5 | -22.4% | 5.8% | -4.9
CC1(C(=O)NS(=O)(=O)c2ccc(C#N)cc2)CCN1C(=O)Cc1cc(F)ccc1F (stereo not given)
  -0.2% | -9.3% | 1.1% | 8.1%[57.1 µM] | -7.3% | -2.2 | -13.0% | -2.6% | -0.2

Screening data from PubChem BioAssay.
